ER stress surv: ER stress cell death inhibition; CSM14.1 thapsigargin ER stress survival, ATP luminescence; relative survival (cellular ATP), % at 15 µg/mL (by protocol); hit rate 0.33% among 48,000;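 active = survival measured by cellular ATP above 50% at 15 µg/ml in the first screen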;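 also: cell death triggered by about 15 µM thapsigargin; ATP read 24 h after thapsigargin was added; plate controls were thapsigargin with DMSO for no effect and DMSO without thapsigargin for full effect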
Starred values were filed as active, the others as inactive. These rows are one share of the data; rates above refer to the full screens.

canonical_smiles | ER stress surv
Cc1ccc(-c2cc(C(=O)N/N=C/c3c(Cl)cccc3Cl)[nH]n2)cc1 | -6
O=C(Nc1ccc2c(c1)oc1ccccc12)c1cccs1 | 10
O=C(c1ccccc1)N1CCN(C(=O)c2nn3c(C(F)(F)F)cc(-c4cccs4)nc3c2Br)CC1 | -3
COc1ccc(/C=C(\NC(=O)c2ccccc2)C(=O)NCC(C)C)cc1OC | 1
CC(C)Oc1ccc(C2Nc3ccccc3NC3=C2C(=O)CC(C)(C)C3)cc1 (configuration not stated) | 13
CCOC(=O)c1ccc(N2C(=O)C3C(c4ccc(C)cc4)OC4(C(=O)c5ccccc5C4=O)C3C2=O)cc1 (configuration not stated) | 3
Cc1cccc(OCC(=O)Nc2ccccc2[N+](=O)[O-])c1C | 13
CCN(CC)c1ccc(N2C(=O)/C(=C/c3cccc([N+](=O)[O-])c3)SC2=S)cc1 | 3
COc1cccc(/C=C2\SC(=S)N(c3cccc(Br)c3)C2=O)c1 | 2
O=C(COc1ccc(Br)cc1)Nc1ccc(Nc2ccccc2)cc1 | 7
O=C(N/N=C/c1ccc(F)cc1)c1cc(Cl)cc(Cl)c1O | -4
COc1cc([N+](=O)[O-])ccc1-c1ccc(/C=C2/C(C)=C(C#N)c3nc(N)c(C#N)c(C)c32)o1 | -4
Cc1ccc(CNC(=O)C(=O)Nc2cccc(C(F)(F)F)c2)cc1 | 8
CCOC(=O)C1=C(C)NC(=S)NC1c1ccc(OCc2ccc(Cl)cc2Cl)c(OC)c1 (configuration not stated) | 0
O=C(c1ccc(N2CCN(C(=O)c3ccc(F)cc3)CC2)cc1)c1cccc(F)c1 | -7
COc1cc(/C=C(/C#N)c2nc3ccccc3[nH]2)ccc1OC(C)C | 4
CCOC(=O)C1=C(C)N(c2ccccc2)C(=S)NC1c1ccc(Br)cc1 (configuration not stated) | -2
Cc1nnc(C)n1/N=C\c1ccc(C(F)(F)F)cc1 | 5
CC1=C(C(=O)OC(C)C)C(c2ccc(Cl)cc2)NC(=O)N1 (configuration not stated) | 11
CC(C)/C=C1\CCCCC1N(C)C(=O)NC(C)C (configuration not stated) | 10
O=C(CCCN1C(=O)c2cccc3cccc(c23)C1=O)OC/C=C/c1ccccc1 | 18
C=CCn1c2ccccc2c2nnc(SC)nc21 | -4
Cc1ccc(S(=O)(=O)N(Cc2ccccc2)c2ccccc2C(=O)NC(C)C)cc1 | 7
O=C(CN1C(=O)c2ccccc2C1=O)Nc1ccc(C(=O)Nc2cccc(O)c2)cc1 | -2
COc1cc(/C=C2\SC(N3CCCCCC3)=NC2=O)cc(OC)c1OC | -7
Cc1ccc(C)c(OCCCCN2CCCC2)c1 | -14
COc1cc(/C=C(/C#N)c2nc3ccc(C)cc3[nH]2)c(Br)cc1O | -6
CCc1ccc(C2C(C(=O)OC)=C(C)NC3=C2C(=O)CC(C)(C)C3)s1 (configuration not stated) | 3
CC(C)(C)c1ccc(C(=O)NC2CCCC2)cc1 | 8
CN(C)S(=O)(=O)N=C1C=CC(=NS(=O)(=O)N(C)C)C=C1 | 18

The list goes on, starting with the last five of the part before.
canonical_smiles | ER stress surv
Cc1ccc(C)c(OCCCCN2CCCC2)c1 | -14
COc1cc(/C=C(/C#N)c2nc3ccc(C)cc3[nH]2)c(Br)cc1O | -6
CCc1ccc(C2C(C(=O)OC)=C(C)NC3=C2C(=O)CC(C)(C)C3)s1 (configuration not stated) | 3
CC(C)(C)c1ccc(C(=O)NC2CCCC2)cc1 | 8
CN(C)S(=O)(=O)N=C1C=CC(=NS(=O)(=O)N(C)C)C=C1 | 18
COc1ccc(CCNC(=O)C2CCCCC2C(=O)O)cc1 (configuration not stated) | 8
O=S(=O)(Oc1ccccc1)c1ccc2c(c1)Cc1cc(S(=O)(=O)Oc3ccccc3)ccc1-2 | 12
COC(=O)c1sc(NC(=O)C(Sc2ccccc2)c2ccccc2)c(C#N)c1C (configuration not stated) | 3
COc1cccc(OC)c1C(=O)N(C)c1ccccc1 | 12
Cc1cc([N+](=O)[O-])ccc1-c1ccc(C(=O)NC(C)(C)C)o1 | 5
CC1CN(Cc2c(O)ccc3c4c(c(=O)oc23)CCC4)CC(C)O1 (configuration not stated) | 3
CCCOc1ccc2c3c(c(=O)oc2c1OCCC)CCCC3 | 3
Cc1c(NC(=O)c2ccc(-c3ccc([N+](=O)[O-])cc3)o2)cccc1-c1nc2ncccc2o1 | 0
O=C(N(c1cccc(C(F)(F)F)c1)C1C=CS(=O)(=O)C1)C(Cl)(Cl)Cl (configuration not stated) | -7
Cc1ccc(C2CC(=O)Nc3c2cc(Br)c2ccccc32)s1 (configuration not stated) | 1
CC(Oc1ccccc1)C(=O)N1CCN(c2ccccc2)CC1 (configuration not stated) | 2
CC(C)c1nc2c(c3c1[nH]c1ccccc13)C(=O)CC(C)(C)C2 | 5
O=C(Cn1c2ccccc2c(=O)c2ccccc21)N/N=C/c1cc([N+](=O)[O-])ccc1N1CCCCC1 | -2
Cc1ccccc1NC(=O)c1ccc(C)c(S(=O)(=O)Nc2cccc([N+](=O)[O-])c2)c1 | 4
O=C(c1ccncc1)N1CCN(Cc2cccc(Oc3ccccc3)c2)CC1 | -2
CN1CCc2c(sc(N)c2C(=O)OC(C)(C)C)C1 | 13
Cc1cccc(/C=N/N2CCN(Cc3ccccc3Cl)CC2)c1 | 9
COc1cc(NC(=O)c2cccnc2)ccc1NC(=O)c1ccco1 | 0
COC(=O)C1=C(C)NC(=O)CC1c1cc([N+](=O)[O-])ccc1Cl (configuration not stated) | 3
CC(=O)N(C)c1ccc(NC(=O)c2ccc(F)cc2)cc1 | -1
O=C(Cc1ccccc1)NN=C1c2ccccc2-c2ccccc21 | 6
COc1cc(NC(=O)CCCOc2ccccc2)c(OC)cc1Cl | 7
CCC(C)c1ccc(OCC(=O)Nc2ccc3c(c2)C(=O)N(c2cccc(C)c2C)C3=O)cc1 (configuration not stated) | 41
COc1ccccc1CNC1C2CC3CC(C2)CC1C3 (configuration not stated) | -15
COc1ccc(NC(=O)CN(c2cccc(Cl)c2)S(C)(=O)=O)cc1 | 12
COC(=O)CN(c1ccc(OC)cc1OC)S(=O)(=O)c1ccccc1 | 7
O=C1NC(=S)N/C1=C/c1cc2c(cc1Cl)OCO2 | 2
N#C/C(=C\c1ccc(-c2ccc(Cl)c(Cl)c2)o1)c1ccccc1 | 8
CN(c1ccccc1)c1ccc(C2NN=C(c3ccccc3)S2)cc1 (configuration not stated) | -4
O=C(NCc1cccc(CNC(=O)C(=O)NCC2CCCO2)c1)C(=O)NCC1CCCO1 (configuration not stated) | 20
COc1ccc(S(=O)(=O)N(CC(=O)Nc2ccc(C)cc2C)Cc2ccccc2)cc1OC | 6
NC(=O)c1ccc(NC(=O)c2ccccc2C(=O)O)cc1 | -6
Cc1ccc(-c2cc(C(F)(F)F)n3ncc(C(=O)N4CCN(C)CC4)c3n2)cc1 | 4
CSc1ccccc1NC(=O)CC1Nc2ccccc2NC1=O (configuration not stated) | 5
O=C(Nc1ccccc1C(=O)N1CCOCC1)c1ccc(Cl)cc1 | -2
O=c1oc2cc(OC/C=C/c3ccccc3)ccc2cc1-c1ccccn1 | 4
CCOc1ccccc1NC(=O)C(=O)NCCCN1CCOCC1 | 3
COc1ccc(C(N)=O)cc1NS(=O)(=O)c1ccc(F)cc1 | 12
O=C(Nc1ccc(S(=O)(=O)Nc2nccs2)cc1)c1cc(-c2ccc(Br)cc2)nc2ccccc12 | 1
CCOC(=O)c1sc(NC(=O)c2ccc(Br)s2)nc1-c1ccccc1 | 11
COc1ccc(/C=C/C(=O)Nc2ncc(Cc3cccc(C(F)(F)F)c3)s2)cc1 | 6
Cc1ccc(OCC(=O)N2CCCc3ccccc32)c(C)c1 | 9
CCCCOC(=O)COc1ccc(S(=O)(=O)c2ccc(OCC(=O)OCCCC)cc2)cc1 | 0
CCOC(=O)NCc1ccc(N(C)C)cc1 | -1
Cc1cc(C)nc(/N=C(/N)Nc2ccc3ccccc3c2)n1 | -1
COc1cc(N)c(Cl)cc1NC(=O)c1ccc(Cl)cc1 | 1
Cc1ccc2c(C)nc(Nc3nc(C)c(C)c(=O)[nH]3)nc2c1 | -5
O=C(Nc1ccc(-c2nc3ncccc3o2)cc1)c1ccc(-c2ccc(Br)cc2)o1 | -4
CCOc1ccc(C(=O)Nc2cc3nn(-c4ccc(C)cc4)nc3cc2C)cc1 | 2
CC(=O)N(C)c1ccc(NC(=O)c2ccc(C(=O)Nc3ccc(N(C)C(C)=O)cc3)cc2)cc1 | 4
O=C(NCc1cccnc1)c1ccc(C#Cc2ccccc2)cc1 | 6
Cc1nn(CC(=O)O)c(=O)c2ccccc12 | 2
O=C(Nc1ccccc1[N+](=O)[O-])c1ccc(N2C(=O)CCC2=O)cc1 | 13
C=CCN1C(=O)/C(=C\c2c(Cl)cccc2Cl)SC1=S | 6
CS(=O)(=O)N(CC(=O)NCc1ccccc1)c1ccc(Oc2ccccc2)cc1 | 10
COC(=O)/C(=C/C(C#N)=C/N(C)C)C(C)=O | 11
CC(=O)Oc1cccc2c1C(=O)c1ccccc1C2=O | 4
O=C(Nc1sc2c(c1C(=O)O)CCCCC2)c1ccccc1F | -11
OC(COCc1ccccc1)CN1CCN(c2ccc(F)cc2)CC1 (configuration not stated) | 1
Cc1cc(=O)oc2c1c(C)nn2-c1cccc(C(F)(F)F)c1 | 0

Next records:
canonical_smiles | ER stress surv
O=C(Nc1ccccc1C(=O)O)c1cccc(NC(=O)C(c2ccccc2)c2ccccc2)c1 | -13
COc1cc(/C=C2/SC(=S)N(c3ccccc3)C2=O)ccc1OC(=O)c1cccs1 | -1
CCN(Cc1ccccc1)C(=O)/C=C/c1ccccc1Cl | 17
COc1ccc(Cc2ccc(OC)cc2)cc1 | 4
O=c1ccnc2c1c(-c1ccccc1)nc1[nH]onc12 | 4
O=C(Nc1ccc(C(=O)O)cc1)/C(=C/c1cccc([N+](=O)[O-])c1)NC(=O)c1ccccc1 | 6
CC1CCN(Cn2[nH]c(=O)ccc2=O)CC1 | 7
CC1CN(c2nc(-c3ccc(Cl)cc3)nc3ccccc23)CC(C)O1 (configuration not stated) | 5
COc1ccc(CN(C(=O)c2cccc(F)c2)C2CC(=O)N(c3ccccc3)C2=O)cc1 (configuration not stated) | -6
CCc1c(C)sc(NC(=O)c2ccc(Cl)cc2Cl)c1C#N | 2
CCOC(=O)c1c(N)sc(C)c1-c1ccc(F)cc1 | 9
CC(=O)Nc1ccc(NC(=S)NC(=O)/C=C/c2ccccc2)cc1 | 2
CCCOc1ccc(-c2cc(C(=O)NCCCN3CCOCC3)c3ccccc3n2)cc1 | -4
O=CN1CCN(C(=O)c2ccc(I)cc2)CC1 | 2
O=C(Nc1cc(Cl)cc(Cl)c1)c1ccc(Br)o1 | 0
O=C(/C=C\Nc1ccc2c(c1)OCO2)c1ccc2c(c1)OCO2 | -5
O=C(Nc1ccccc1-c1ccccc1)c1ccc(I)cc1 | 1
CCOC(=O)c1c(NC(=O)/C=C/c2ccccc2)sc(C(C)=O)c1C | 1
CCCCCc1nc2sc3c(c2c(=O)n1N)CC(C)CC3 (configuration not stated) | 9
O=C1/C(=C\c2ccccc2OS(=O)(=O)c2ccccc2)SC(=S)N1c1ccccc1 | 16
CCOC(=O)C1=CN(c2ccc(OCC)cc2)C=C(C(=O)OCC)C1c1ccc(F)cc1 | 2
CC(C)(C)c1ccc(OCC(=O)NC(=S)Nc2ccc(NC(=O)c3ccco3)cc2)cc1 | 2
COc1ccccc1C1NC(=O)c2sc(=S)n(-c3ccccc3)c2N1 (configuration not stated) | 8
O=C(CSc1nc2ccccc2[nH]1)Nc1ccc(Cl)cc1 | -1
COc1ccc(C2CC(=O)CC(c3ccc(OC)cc3)S2)cc1 (configuration not stated) | -6
COC(=O)C1=C(C)NC2=C(C(=O)CCC2)C1c1ccc2c(c1)OCO2 (configuration not stated) | 3
CN1CCN(Cc2cc(CSc3ccccc3)c3cccnc3c2O)CC1 | -4
Cc1ccc(C2C3=C(CC(C)(C)CC3=O)OC3=C2C(=O)CC(C)(C)C3)cc1[N+](=O)[O-] | 5
COc1cc(/C=C2/C(=O)NC(=O)N(c3ccc(C(C)C)cc3)C2=O)cc([N+](=O)[O-])c1O | 4
Cc1ccc(-c2ccc(/C=C3\Sc4ccccc4C3=O)o2)c([N+](=O)[O-])c1 | 6
COc1ccc(/C=N/NC(=O)c2cccc(Cl)c2)c2ccccc12 | 6
O=C(c1cc2n(n1)C(C(F)(F)F)CC(c1ccccc1)N2)N1CCOCC1 (configuration not stated) | 7
COc1ccc(-n2nc3ccc(NC(=O)Cc4ccccc4)cc3n2)cc1 | 4
COc1nnc(-c2ccc(Cl)cc2)c2ccccc12 | -4
CCOc1ccc(NC(=O)/C(=C\c2ccco2)NC(=O)c2ccc(C)cc2)cc1 | 0
O=C(NCCN1C(=O)c2ccccc2C1(O)c1ccc(Cl)cc1)Nc1ccccc1 (configuration not stated) | 5
CC(C)COc1ccc2[nH]c3c(c2c1)CCCC3=O | 17
Cc1ccccc1C(=O)Nc1sc2c(c1C(N)=O)CCCCC2 | 6
O=C(NC(Cc1c[nH]c2ccccc12)C(=O)OCC(=O)c1cccc([N+](=O)[O-])c1)Oc1ccccc1 (configuration not stated) | 14
S=c1[nH]nc2c3c4c(sc3n3c(=S)[nH]nc3n12)CCC4 | 2
CN(C)c1ccc(NC2=NS(=O)(=O)c3ccccc32)cc1 | 0
COc1ccc(/C=C/C(=O)Nc2ncc(Cc3ccccc3Cl)s2)cc1 | 18

Screening results from PubChem.
